Source: PubChem
DAX1 inh-1 = inhibits human nuclear receptor DAX1; AID 504766; inhibition, % at 6.75 µM; hit rate 0.99% among 340,000; HEK293 Gal4-DAX1 luciferase reporter, luminescence; P51843;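 active = inhibition above the mean over all tested compounds plus 3 SD, cut at about 4.2% in these data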;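 note: 0% = DAX1-transfected cells with DMSO and 100% = empty-vector control cells with DMSO; inhibition shows as a rise in luminescence from relieved DAX1 repression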
Target sequence (P51843 207-470 limits assumed): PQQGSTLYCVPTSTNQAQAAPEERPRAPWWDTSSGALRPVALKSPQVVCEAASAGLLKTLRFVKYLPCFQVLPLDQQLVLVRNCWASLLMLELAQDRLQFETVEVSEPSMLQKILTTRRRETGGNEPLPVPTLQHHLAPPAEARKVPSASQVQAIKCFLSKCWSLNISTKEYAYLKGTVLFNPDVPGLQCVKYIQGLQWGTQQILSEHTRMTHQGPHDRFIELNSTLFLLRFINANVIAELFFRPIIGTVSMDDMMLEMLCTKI
DAX1 inh-2 = DAX1 (NR0B1) inhibition, primary screen | hit rate 1.1% among 370,000 | AID 652010 | HEK293T StAR-luciferase reporter, SF-1/DAX-1 repression relief | inhibition, % at 6.8 µM;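 active = inhibition above the mean over all tested compounds plus 3 SD, cut at about 3.6% in these data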;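 note: 0% = DAX-1 cells with DMSO and 100% = cells lacking DAX-1 with DMSO; higher inhibition means more luminescence from relief of DAX-1 repression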
PG9 binder = PG9 antibody binding by small molecule; TR-FRET gp120-PG9 antibody binding; inhibition, % at 6.7 µM; hit rate 0.43% among 360,000; AID 624416; in the data active = inhibition above about 8.5%
hgDAF-12 ag = hgDAF-12 agonism, primary luciferase screen. activation, % at 6.8 µM. hit rate 1.8% among 370,000. HEK293 GAL4-hgDAF12 UAS-luciferase reporter, agonist luminescence; normalized to butyrate control. AID 687014;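 active = activation above a cutoff set at the mean of all screened compounds plus 3 SD, cut at about 10% in these data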;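 note: 0% = DMSO wells and 100% = sodium butyrate wells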
GAA850 FXN act = frataxin GAA850 promoter activation. HEK293 lucGAA850 FXN promoter luciferase reporter, 24 h; percent of 10 µM SAHA response. activation, % at 6 µM. hit rate 0.56% among 360,000;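 active = activation above the average of all compounds screened plus 3 SD, cutoff fixed separately per campaign, cut at about 7.5% in these data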;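 note: 0% = DMSO wells and 100% = 10 µM SAHA wells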
ssDAF12 agonist = activates DAF-12 receptor from parasite S. stercoralis | HEK293 ssDAF-12/GRIP1 lit1-tk-luc reporter, luminescence; % of 3 µM dafachronic acid response | activation, % at 6.8 µM | hit rate 1% among 370,000;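 active = activation above the mean over all tested compounds plus 3 SD, cut at about 0.9% in these data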;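 note: 0% = DMSO-only wells and 100% = 3 µM delta7-dafachronic acid wells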
ADAM17 inh = inhibitors of human ADAM17; hit rate 0.83% among 370,000; P78536; inhibition, % at 6.95 µM; recombinant ADAM17, EDANS/DABCYL FRET peptide cleavage;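 active = inhibition above the mean of compounds lying between control limits plus 3 SD, set per campaign, cut at about 8.5% in these data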;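 note: 0% = DMSO-only wells as the low control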
ADAM10 inh = inhibits human ADAM10; O14672; recombinant ADAM10, EDANS/DABCYL FRET peptide cleavage, 3 h; inhibition, % at 7 µM; hit rate 0.62% among 370,000; AID 720582;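 active = inhibition above a per-campaign cutoff equal to the mean of compounds falling between control-based bounds plus 3 SD, cut at about 20% in these data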;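 note: 0% = DMSO wells while the 100% control is not disclosed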
Target sequence (O14672 214-748 limits assumed): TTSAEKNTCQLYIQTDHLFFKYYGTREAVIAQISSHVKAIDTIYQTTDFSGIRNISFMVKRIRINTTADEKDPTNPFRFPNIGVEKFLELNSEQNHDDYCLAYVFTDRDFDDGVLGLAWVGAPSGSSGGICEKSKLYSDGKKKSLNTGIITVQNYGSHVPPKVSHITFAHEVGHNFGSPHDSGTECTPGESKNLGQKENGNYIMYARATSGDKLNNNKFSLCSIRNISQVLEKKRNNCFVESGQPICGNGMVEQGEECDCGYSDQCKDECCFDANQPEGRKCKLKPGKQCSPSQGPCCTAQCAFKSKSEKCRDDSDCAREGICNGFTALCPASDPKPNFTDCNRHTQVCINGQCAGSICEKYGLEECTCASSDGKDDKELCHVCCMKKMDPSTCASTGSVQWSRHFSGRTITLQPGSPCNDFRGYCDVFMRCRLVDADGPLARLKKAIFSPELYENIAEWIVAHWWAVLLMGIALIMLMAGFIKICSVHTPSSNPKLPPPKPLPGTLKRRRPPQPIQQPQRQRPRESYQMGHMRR
hcDAF12 agonist = activates DAF-12 receptor from parasite H. contortus | activation, % at 6.8 µM | hit rate 1.4% among 370,000 | AID 652067 | HEK293 hcDAF-12 lit1-tk-luc reporter, luminescence; 0% DMSO, 100% Δ7-dafachronic acid;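 active = activation above the mean of all tested compounds plus 3 SD, cut at about 5.5% in these data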;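 note: 100% = response to 3 µM Δ7-dafachronic acid high control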
GC-A act = GC-A (human) enzyme activation. HEK293 GC-A cells, cGMP TR-FRET, EC30 ANP; 0% at EC30 ANP, 100% saturating ANP. P16066. activation, % at 10 µM. AID 1671463. hit rate 0.14% among 370,000; in the data active = activation above about 40%
SMARCA2 act = increases SMARCA2 function in MMTV reporter cells; MG213 cells, MMTV-luciferase reporter, dexamethasone, overnight; activation, % at 9.1 µM; hit rate 1% among 370,000; AID 652017; in the data active = activation above about 7.8%;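 note: 0% = vehicle wells and 100% = reference activator wells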
* marks the source's active call; other numbers are inactive results; i = inactive; . = not tested or not shown.

Letters – A = DAX1 inh-1; B = DAX1 inh-2; C = PG9 binder; D = hgDAF-12 ag; E = GAA850 FXN act; F = ssDAF12 agonist; G = ADAM17 inh; H = ADAM10 inh; I = hcDAF12 agonist; J = GC-A act; K = SMARCA2 act
> CC1(C)CC(=O)C2=C(C1)Oc1ncn(CCCO)c(=N)c1C2c1ccccc1 (configuration not stated)
  A = 0.1	B = 0.0	C = -0.3	D = -0.5	E = 0.5	F = -1.1	G = -4	H = -4	I = -2.5	J = -10	K = -1
> CCOC(=O)C1=C(C)N=C2SCCC(=O)N2C1c1ccc(C(=O)OC)cc1 (configuration not stated)
  A = 0.6	B = -1.3	C = -0.6	D = 1.5	E = 0.4	F = -1.5	G = 1	H = 3	I = 0.7	J = -29	K = -2
> O=C(Nc1nccs1)c1ccc(-c2ccc(F)c(Cl)c2)o1
  A = 1.1	B = 3.3	C = -0.5	D = 5.8	E = 6.4	F = -0.9	G = 2	H = -10	I = 1.0	J = -2	K = 3
> O=C(O)Cn1c(SCCOc2ccc(Cl)cc2)nc2ccccc21
  A = 0.1	B = 0.1	C = 0.0	D = 1.4	E = 1.3	F = -0.6	G = -1	H = -6	I = -1.2	J = -2	K = -2
> Cc1ccc2nc(-c3ccccc3)cc(C(=O)O)c2c1
  A = 0.8	B = -0.1	C = -4.0	D = -0.3	E = -0.5	F = -0.5	G = -5	H = -31	I = 0.3	J = 5	K = -3
> CC(Sc1nccn1C)C(=O)Nc1ccc(Cl)cn1 (configuration not stated)
  A = -0.7	B = 1.9	C = -1.7	D = 0.4	E = 2.8	F = -0.9	G = -1	H = -1	I = -2.6	J = 1	K = -1
> COC(=O)c1cc(S(=O)(=O)NCc2cccc(Br)c2)c[nH]1
  A = 1.0	B = 0.7	C = -1.6	D = 0.2	E = -0.2	F = -1.0	G = -2	H = 12	I = 1.6	J = 4	K = 0
> CC(C)Oc1ccc(OCCn2c(=S)[nH]c3c(N)ncnc32)cc1
  A = 0.6	B = -0.4	C = 2.5	D = -3.6	E = 0.8	F = -1.4	G = -8	H = -7	I = -0.8	J = 1	K = -3
> CCN(Cc1ccncc1)C(=O)c1cccc(S(=O)(=O)N2CCCCC2)c1
  A = 0.5	B = -0.8	C = 1.1	D = -1.7	E = -0.7	F = -0.8	G = 0	H = -11	I = -1.1	J = 1	K = 0
> C/C=C/C(=O)OCC(=O)Nc1cccc(S(=O)(=O)NC2=NCCCCC2)c1
  A = -0.6	B = -0.7	C = -0.3	D = 0.4	E = -0.6	F = -1.0	G = 0	H = 5	I = 1.6	J = -2	K = 1

Additional results.
Letters – A = DAX1 inh-1; B = DAX1 inh-2; C = PG9 binder; D = hgDAF-12 ag; E = GAA850 FXN act; F = ssDAF12 agonist; G = ADAM17 inh; H = ADAM10 inh; I = hcDAF12 agonist; J = GC-A act; K = SMARCA2 act
> Cc1ccc2nc(-c3ccco3)c(Cc3ccsc3)n2c1
  A = .	B = -0.4	C = 0.9	D = 3.4	E = .	F = -0.6	G = -18	H = -70	I = 0.6	J = 2	K = 4
> COC(=O)CNC(=O)CCc1nnc(C2(c3ccc(Cl)cc3)CCC2)o1
  A = 4.4*	B = 0.7	C = -0.8	D = 2.3	E = -8.3	F = -1.5	G = -2	H = 2	I = 2.0	J = -2	K = 8
> CCN1C(=O)[C@H]2[C@@H](c3ccc(OC)cc3)N3C(=O)CN(CCOC)C(=O)[C@@]3(C)[C@H]2C1=O
  A = -0.2	B = 0.1	C = 1.8	D = 0.0	E = -1.5	F = -0.5	G = -4	H = -8	I = 0.0	J = -3	K = 0
> Cc1ccc(-n2c(Cc3cccn3C)nnc2SCC(=O)Nc2nnc(C)s2)cc1
  A = -0.3	B = -1.2	C = -1.6	D = 1.9	E = -1.4	F = -1.1	G = 1	H = -6	I = -0.8	J = 2	K = 2
> CN(Cc1ccccc1)C(=O)c1cccc(NC(=O)Cc2ccc(NC(=O)C3CCCN(S(=O)(=O)c4cccc([N+](=O)[O-])c4)C3)cc2)c1 (configuration not stated)
  A = .	B = -0.6	C = 0.1	D = -2.3	E = .	F = -1.2	G = 1	H = -2	I = -0.4	J = 3	K = -3
> COC(=O)CN1CC(=O)N(c2ccccc2)C1=S
  A = -0.4	B = -0.1	C = 0.1	D = 0.9	E = -1.0	F = -0.4	G = -6	H = 2	I = -1.2	J = -1	K = -4
> COC(=O)C1=C(C)N(C)C(=NCc2ccc3c(c2)OCO3)NC1c1ccc(Cl)cc1 (configuration not stated)
  A = .	B = 0.4	C = -1.3	D = -1.5	E = .	F = -1.1	G = -1	H = -8	I = -1.5	J = -10	K = -6
> COc1ccc(Nc2cc(Cl)nc(N)n2)cc1
  A = 0.4	B = 0.6	C = -0.9	D = 1.8	E = 4.2	F = -1.2	G = -2	H = -1	I = -1.2	J = 1	K = 3
> COc1ccc([C@@H]2CC=C(C(=O)O)[C@H](c3ccc(F)cc3)N2S(=O)(=O)c2ccccc2C)cc1
  A = -0.2	B = -0.7	C = -2.7	D = 0.1	E = 0.8	F = -1.1	G = -5	H = -7	I = -1.1	J = -4	K = 0
> CCOC(=O)c1c(NC(=O)CCN2CCOCC2)sc2c1CC(C)(C)OC2
  A = -1.2	B = -0.4	C = 1.4	D = -1.4	E = -2.9	F = -1.7	G = -2	H = -1	I = -3.0	J = -3	K = 1

(further entries)
Letters – A = DAX1 inh-1; B = DAX1 inh-2; C = PG9 binder; D = hgDAF-12 ag; E = GAA850 FXN act; F = ssDAF12 agonist; G = ADAM17 inh; H = ADAM10 inh; I = hcDAF12 agonist; J = GC-A act; K = SMARCA2 act
> CCOC(=O)Nc1ccc2c(c1)N(C(=O)OC)c1ccccc1CC2
  A = 1.6	B = 0.1	C = 1.3	D = 0.6	E = -0.8	F = -1.1	G = -2	H = 3	I = -1.5	J = 0	K = 1
> CCCC(CCC)n1[nH]c(=O)c2c(C)cc(C)nc21
  A = 1.1	B = 0.1	C = -1.5	D = 3.3	E = 3.9	F = -1.4	G = -4	H = -3	I = 0.8	J = -3	K = 1
> C=CCn1c(CNC(=O)c2ccco2)nnc1SCC(=O)c1ccc(OC)cc1
  A = -1.0	B = -1.2	C = -1.4	D = -0.7	E = -0.5	F = -1.9	G = 0	H = -2	I = -0.7	J = -1	K = 2
> CCCN(CCC)C(=O)c1cc([N+](=O)[O-])cc2c1-c1ccc([N+](=O)[O-])cc1C2=C(C#N)C#N
  A = .	B = -0.6	C = -2.2	D = -1.0	E = .	F = -1.8	G = 2	H = 4	I = 1.7	J = -13	K = 3
> COc1ccc(C)cc1N(C(=O)c1ccccc1F)c1nc2ccccc2s1
  A = -0.7	B = -0.5	C = -0.4	D = 0.7	E = -4.7	F = -0.3	G = 4	H = 16	I = 2.9	J = -7	K = 3
> CCn1c(=O)c(C(=O)NCCc2ccc(Cl)cc2)c(O)c2ccccc21
  A = -0.9	B = 0.1	C = -3.1	D = 2.6	E = 2.4	F = -0.6	G = -2	H = -1	I = -0.4	J = -3	K = 1
> CC(=O)Nc1ccc(-n2cnnn2)cc1
  A = -1.0	B = -0.4	C = -0.2	D = 0.6	E = -1.3	F = -0.9	G = -3	H = 1	I = -1.9	J = 0	K = 1
> Cc1ccc(CN2CCC[C@]3(N[C@H](c4ccccc4)[C@@H]4C(=O)N(C)C(=O)[C@@H]43)C2=O)cc1
  A = 0.2	B = -0.8	C = -0.4	D = -0.5	E = -1.3	F = -0.3	G = 8	H = 2	I = -1.3	J = 2	K = -4
> CCCCOC(=O)c1ccc(NC(=O)COC(=O)CN2C(=O)NC3(CCCC3)C2=O)cc1
  A = 0.1	B = 2.7	C = -0.1	D = 2.3	E = 2.9	F = -1.2	G = 9.2*	H = 5	I = 1.6	J = 3	K = 1
> Cc1ccc(SCc2noc(C(=O)NCC3CCCO3)c2C(=O)O)cc1C (configuration not stated)
  A = 0.4	B = 0.3	C = 1.1	D = 1.2	E = 0.4	F = -0.8	G = 2	H = 1	I = -0.6	J = 5	K = 3

The listing continues:
Letters – A = DAX1 inh-1; B = DAX1 inh-2; C = PG9 binder; D = hgDAF-12 ag; E = GAA850 FXN act; F = ssDAF12 agonist; G = ADAM17 inh; H = ADAM10 inh; I = hcDAF12 agonist; J = GC-A act; K = SMARCA2 act
> C[C@@H]1CN([C@H](C)CO)C(=O)CCCn2nncc2CO[C@@H]1CN(C)S(=O)(=O)c1ccc2c(c1)OCCCO2
  A = 0.8	B = 4.8*	C = 0.4	D = 2.7	E = -0.1	F = -1.1	G = -2	H = -6	I = 1.9	J = -3	K = -1
> COc1cc(C(=O)Nc2cc(-c3cn4cccnc4n3)ccc2C)cc(OC)c1OC
  A = 0.2	B = -0.1	C = -1.4	D = 0.6	E = 1.4	F = -2.2	G = i	H = i	I = -2.7	J = 4	K = 3
> Cc1ccc(CN2C(=O)COc3cc(NS(C)(=O)=O)ccc32)cc1
  A = -1.3	B = -0.8	C = -0.2	D = -1.1	E = 1.0	F = -1.3	G = 1	H = -4	I = -2.5	J = 0	K = -1
> CCC(=O)NC(c1cc(Cl)c2ccccc2c1O)C1CC1 (configuration not stated)
  A = -0.4	B = 0.2	C = 1.1	D = 0.6	E = 3.0	F = -1.3	G = -19	H = -55	I = -1.4	J = -2	K = 1
> O=[N+]([O-])c1cccc(N=Cc2sc3ccccc3c2O)c1
  A = .	B = 0.5	C = -2.3	D = 1.2	E = .	F = -0.9	G = -10	H = -15	I = 1.4	J = -3	K = 1
> Cc1cc(C)cc(CC(=O)N2CCC2(C)C(=O)NS(=O)(=O)c2ccccc2)c1 (configuration not stated)
  A = .	B = 0.1	C = -1.9	D = 0.3	E = -1.6	F = -1.2	G = -3	H = -14	I = 0.6	J = -3	K = -2
> Nc1[nH]n(-c2ccccc2)c(=O)c1N=Nc1ccc2c(c1)OCO2
  A = 0.3	B = 1.2	C = -6.8	D = 3.4	E = 3.3	F = -2.0	G = -2	H = -6	I = -0.6	J = 4	K = 0
> COc1cc(CNc2ccc(N3CCOCC3)cc2)ccc1OCC(=O)NC(C)(C)C
  A = -0.9	B = -1.2	C = -5.9	D = -7.0	E = -1.1	F = -2.0	G = -26	H = -65	I = -1.9	J = -5	K = -3
> COc1cc2c(cc1OC)CN(C(=O)CSc1ccccc1C)CC2
  A = 0.7	B = -1.1	C = 0.9	D = 2.8	E = 3.4	F = -1.6	G = -11	H = -41	I = -0.9	J = -3	K = 1
> CCc1nc2ccc(C(=O)N3CCN(C(C)=O)CC3)cn2c1N(CCC(C)C)CCN(C)C
  A = .	B = 1.5	C = -1.2	D = -1.7	E = 0.8	F = -1.5	G = 0	H = -9	I = 0.2	J = 2	K = -4
